A549 viability: kills or reduces viability of A549 cells in Nrf2 counter-screen | Potency, µM (top dose mostly 46 µM), for inactives: at the top dose activity change, negative = cytotoxicity, hits mostly inhibitors | hit rate 0.16% among 390,000 | A549 ARE-Fluc cells, CellTiter-Fluor viability, 18-24 h; also: potency is read from the fitted curve at half-maximal effect; % is scaled to controls: 0 for no effect and ±100 for the full control effect
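A549 ARE_Fluc cells in 5% FBS OPTI-MEM were exposed to compounds in concentration-response for 18-24 h at 37 deg C. Viability was read by CellTiter-Fluor fluorescence (Ex 405/Em 525) after 30 min, before the luciferase read.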
EPAC2 antagonist: EPAC2 (human) antagonism. EPAC2 GEF exchange of Rap1B-BODIPY-GDP, fluorescence. AID 720708. Potency, µM (titrated, usually from 114 µM), for inactives: at the highest dose activity, negative = inhibition, hits mostly inhibitors. hit rate 0.18% among 360,000. Q8WZA2; also: potency is read from the fitted curve at half-maximal effect; % is scaled to controls: 0 for no effect and ±100 for the full control effect; nearly all actives have a fitted effect of over 45% in size; many of its hits are not listed in these tables
Target sequence (Q8WZA2 whole entry, looked up): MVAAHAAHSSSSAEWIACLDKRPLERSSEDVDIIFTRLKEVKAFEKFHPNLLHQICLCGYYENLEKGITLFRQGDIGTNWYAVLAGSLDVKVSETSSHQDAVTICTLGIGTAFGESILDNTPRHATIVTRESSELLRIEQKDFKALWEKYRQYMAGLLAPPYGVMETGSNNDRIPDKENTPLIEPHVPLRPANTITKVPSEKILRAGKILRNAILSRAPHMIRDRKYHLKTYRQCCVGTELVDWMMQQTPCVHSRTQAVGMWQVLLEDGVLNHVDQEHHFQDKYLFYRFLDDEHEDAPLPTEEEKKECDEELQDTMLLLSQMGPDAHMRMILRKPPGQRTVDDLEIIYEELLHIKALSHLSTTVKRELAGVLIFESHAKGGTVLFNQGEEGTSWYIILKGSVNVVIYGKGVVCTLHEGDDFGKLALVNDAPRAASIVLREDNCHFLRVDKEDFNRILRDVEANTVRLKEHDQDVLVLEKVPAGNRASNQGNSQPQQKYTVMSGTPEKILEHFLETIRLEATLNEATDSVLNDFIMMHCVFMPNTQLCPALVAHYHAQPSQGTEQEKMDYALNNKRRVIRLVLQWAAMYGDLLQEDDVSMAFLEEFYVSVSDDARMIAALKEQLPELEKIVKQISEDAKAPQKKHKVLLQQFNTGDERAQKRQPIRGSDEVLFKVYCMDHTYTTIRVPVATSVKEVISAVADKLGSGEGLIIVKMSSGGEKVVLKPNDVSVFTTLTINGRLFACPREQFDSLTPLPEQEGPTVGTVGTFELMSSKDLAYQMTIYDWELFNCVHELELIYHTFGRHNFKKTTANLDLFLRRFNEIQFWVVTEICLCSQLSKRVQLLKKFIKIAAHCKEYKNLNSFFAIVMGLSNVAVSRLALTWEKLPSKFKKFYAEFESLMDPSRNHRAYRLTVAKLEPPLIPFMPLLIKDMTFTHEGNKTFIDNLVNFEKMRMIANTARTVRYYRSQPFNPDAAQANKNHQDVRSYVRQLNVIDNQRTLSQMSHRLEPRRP
pAkt inh: Akt phosphorylation inhibition; Neuro2A IGF-stimulated pAkt S473 HTRF, 20 min; hits give low values; activity change, % for hits at 50 µM; hit rate 0.32% among 360,000; in the data active = activity change below about -80%; inconclusive = mostly about -51% to -80%; also: % is scaled to controls: 0 for no effect and ±100 for the full control effect
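Single-point screen (50 µM final compound) in Neuro2A cells stimulated 20 min with 6 nM IGF at 37 deg C. After lysis, Ser473-phosphorylated Akt read by HTRF (ex 330 nm, em 615/665 nm) as the 665/615 ratio.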
MmCpn inh: inhibitors of Methanococcus maripaludis chaperonin (MmCpn). purified Mm-Cpn ATPase, ADP Transcreener TR-FRET. Potency, µM (top dose mostly 76.9 µM), for inactives: top-dose activity, negative = inhibition, usual class: inhibitors. hit rate 0.031% among 330,000; also: potency is read from the fitted curve at half-maximal effect; % is scaled to controls: 0 for no effect and ±100 for the full control effect; nearly all actives have a fitted effect of over 80% in size
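Reaction buffer contained 30 mM Tris pH 7.4, 100 mM KCl, 5 mM MgCl2 and 1 mM DTT. Mm-CPN (25 nM final) hydrolysed 10 uM ATP over 30 min at 37°C; ADP was read by HTRF.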
Nrf2 ARE act: activators of Nrf2 (ARE) signaling. AREc32 ARE-luciferase reporter (MCF7-derived line), luminescence, 24 h. Potency, µM (highest dose often 46.1 µM), inactives show top-dose activation, actives largely listed as activators. hit rate 0.31% among 410,000. AID 624171; also: potency is read from the fitted curve at half-maximal effect; % of control where 0% means no effect; nearly all actives have a fitted effect of over 65% in size
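Luciferase luminescence (Steady-Glo, 30 min at room temperature) served as the read-out of ARE activation in AREc32 cells treated with compounds for 24 hr at 37 deg C.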
TGFb SMAD3 inh: blocks TGF-b signaling | hit rate 1.2% among 410,000 | AID 588855 | Potency, µM (series often up to 46.1 µM), without a hit: at the highest dose activity, negative = inhibition, actives largely listed as inhibitors | HepG2 CAGA-GFP TGF-b/SMAD3 reporter, GFP fluorescence, 18 h; TGF-beta stimulated, 500 pg/mL final; also: potency is read from the fitted curve at half-maximal effect; % is scaled to controls: 0 for no effect and ±100 for the full control effect; nearly all actives have a fitted effect of over 65% in size
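Read-out: total well GFP (ex488/em500-530) summed from mean per-cell fluorescence. Cells: HEPG2 CAGA-GFP, 1% FBS DMEM, 18 h at 37 degrees C with 500 pg/mL final TGF-beta. Unstimulated wells served as the full-inhibition control; stimulated DMSO wells = 0%.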
Nrf2 block: blocks Nrf2 signaling | A549 ARE-Fluc reporter, luciferase luminescence, 18-24 h | Potency, µM (highest dose often 46 µM), for the others: at the highest dose activity change, negative = inhibition, most hits filed as inhibitors | hit rate 2.1% among 360,000 | AID 504444; also: potency is read from the fitted curve at half-maximal effect; % is scaled to controls: 0 for no effect and ±100 for the full control effect; nearly all actives have a fitted effect of over 60% in size
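Two sequential reads on A549 ARE_Fluc cells exposed to compound for 18-24 h: a CellTiter-Fluor fluorescence read for viability, then a luciferase luminescence read for Nrf2/ARE activity.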
CCT modulator: changes cytosolic chaperonin activity; purified chaperonin ATPase assay, HTRF ADP detection, 30 min; activity change, % (concentration not given with the values), hits read low; hit rate 0.3% among 360,000; AID 651819; in the data active = activity change below about -30%; also: % is scaled to controls: 0 for no effect and ±100 for the full control effect
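ATPase activity: ADP formed was measured by HTRF Transcreener (665/615 nm ratio) after 30 min at 37 deg C with 10 uM ATP. Compounds screened at one 76 uM concentration against 40 or 20 nM TRiC in Tris pH 7.4/KCl/MgCl2/DTT buffer.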
EPAC2 agonist: agonists of human EPAC2 (RAPGEF4); hit rate 0.079% among 360,000; Q8WZA2; Potency, µM (series often up to 154 µM), without a hit: at the highest dose activation, hits mostly activators; EPAC2 activation, biochemical qHTS; response scale: 100% = 6.5 mM cAMP response; also: potency is read from the fitted curve at half-maximal effect; nearly all actives have a fitted effect of over 50% in size
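qHTS, titration series. 100 nM EPAC2 / 250 nM Rap1B-BODIPY-GDP / 50 uM GDP; RT; ex 480/em 540 nm, 5-min reads to 30 min. Norm. to 6.5 mM cAMP = activation.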
An asterisk follows results filed as active; i = inactive; ? = inconclusive; · = no result given; & = joins results of further samples; [ ] = another dose, or the depositor's remark. Unless noted, calls follow the shape of the dose curve; as a rule, active = well fitted curve in the direction sought with a large enough effect; inconclusive = small, poorly fitted or top-dose-only effect, or another doubt; inactive = no such curve, though single readings can be large; an effect the other way counts as inactive or inconclusive. These rows are one share of the data; the hit share may differ from the screen's.

SMILES | A549 viability | EPAC2 antagonist | pAkt inh | MmCpn inh | Nrf2 ARE act | TGFb SMAD3 inh | Nrf2 block | CCT modulator | EPAC2 agonist
COc1cccc(/C=N/Nc2nnc(C)n2N)c1O | -9.6% | 3.0% | i | -5.2% | -3.1% | 7.94µM* | -14.6% | -0.4 | 4.2%
Cc1ccccc1OCC(=O)NCC(=O)OCC(=O)c1ccc([N+](=O)[O-])cc1 | 0.2%&0.6% | 1.5% | i | -4.0% | -0.8% | 0.5%&0.0% | 8.6%&-0.3% | -0.4 | -8.0%
COc1cc(C2C(C(=O)c3ccco3)=C(O)C(=O)N2Cc2cccnc2)cc(OC)c1OC (stereo not given) | -6.4% | -2.9% | i | -0.8% | -0.5% | -5.1% | 2.4% | 0.7 | 12.4%
CC(CC(=O)N1CCN(S(=O)(=O)c2ccc([N+](=O)[O-])cc2)CC1)c1ccccc1 (stereo not given) | 2.6% | -0.4% | i | 0.2% | 1.9% | -6.4% | -3.2% | -0.3 | 8.1%
C#CCOCCOCCOCCNc1nc(N2CCN(C(=O)CCCCCCCCCCNC(=O)[C@H](CCCCN)n3cc(C)nn3)CC2)nc(N2CCN(C(=O)CCCCCCCCCCNC(=O)[C@H](CCCCN)n3cc(CCCC(=O)O)nn3)CC2)n1 | -1.9% | 10.8% | i | -2.6% | -0.8% | ? | 11.0% | 1.2 | -0.6%
Cc1cc(C)cc(CN2C(=O)NC3(CCCCCC3)C2=O)c1 | 13.5% | -19.3% | i | 1.8% | 2.9% | -6.7% | -4.5% | 1.4 | 7.8%
Cc1ccc2c(c1)C(c1ccc(F)cc1)N(C(=O)C1CC1)CC(=O)N2 (stereo not given) | 7.5% | -15.9% | i | 0.4% | 1.8% | -2.4% | 8.8% | -1.5 | 6.3%
COc1ccc(NC(=O)Nc2nccs2)cc1 | -11.2% | 1.1% | i | 0.9% | 4.0% | 7.5% | 14.1% | -1.4 | -1.3%
CCOc1ccc2c(c1)S/C(=C\c1cccs1)C(=O)N2 | 1.8% | 24.6% | i | -0.6% | ? | 46.1%[activator] | ? | -0.1 | -25.3%
COc1ccc(C(=O)COC(=O)Cn2cnc3ccccc3c2=O)c(OC)c1 | -3.2% | 4.3% | i | -2.3% | 2.4% | 3.0% | 10.0% | 1.6 | 8.5%
CC(C)Cn1c(N2CCN(CC(=O)Nc3ccc(Cl)cc3)CC2)nc2ccccc21 | -0.2% | -16.1% | i | -0.3% | -0.5% | ? | ? | 1.9 | -0.1%
N#Cc1ccc(CN2CCN(C(=O)Cn3nc(C(N)=O)c4ccccc4c3=O)CC2)cc1 | 0.1% | 25.5% | i | 2.1% | 0.6% | -21.4% | -16.8% | 3.0 | 3.2%
CCC(=O)N1c2ccccc2C(C)(c2ccccc2)CC1(C)C (stereo not given) | -1.7% | · | · | · | -0.2% | -1.5% | -27.9% | · | ·
Cc1ccccc1NS(=O)(=O)c1ccc(C(=O)NCC(c2ccccc2)N(C)C)cc1 (stereo not given) | -11.7% | 18.9% | i | ? | 2.8% | 0.7% | -17.8% | 2.6 | 5.3%
CC(=O)NC(Cc1c[nH]c2ccccc12)C(=O)Nc1ccc2c(c1)OCO2 (stereo not given) | -0.6% | 14.0% | i | -0.8% | 4.3% | -2.6% | · | -1.6 | -1.7%
CC1(C)CC(=O)C(C=NCCN2CCN(CC(=O)Nc3ccc(Cl)cc3)CC2)=C(O)C1 | -2.5% | -7.7% | i | -7.0% | -0.6% | 2.8% | -16.3% | -2.3 | 5.3%
CN(C(=O)c1ccc(NC(=O)Cc2ccc(NC(=O)C3CCN(C(=O)C4CCCC4)CC3)cc2)cc1)C1CCCC1 | 3.3% | -5.0% | i | · | 1.0% | -8.9% | -3.5% | -0.2 | 6.8%
CC(=O)NC1(C2CCCCC2=O)CCCCC1 (stereo not given) | 0.1% | -2.6% | i | -0.1% | 0.0% | 5.8% | -12.2% | 0.5 | 2.7%
COc1cc(Cl)c(C)cc1NC(=O)c1cnc2c(-c3cccc(C)c3)c(C)nn2c1C | -0.8% | · | · | · | -0.3% | 17.5% | 14.5% | · | ·
O=C(CCNS(=O)(=O)c1ccccc1)OCC(=O)c1ccc(F)cc1 | 4.8% | -3.2% | i | 2.4% | 0.0% | -17.4% | ? | 1.8 | 3.9%
O=C1CCC(C(=O)N2CCCCO2)CN1Cc1ccc(Cl)cc1 (stereo not given) | -1.0% | 14.7% | i | -3.3% | -1.0% | 4.3% | 1.1% | -0.1 | 4.6%
CC(O)CN(Cc1cccc(Cl)c1)CC(C)O (stereo not given) | -1.0% | 5.7% | i | 0.3% | -1.4% | 21.5% | · | -7.2 | -0.6%
CC(=O)N1CCc2c(sc3c2c(=O)n(-c2ccccc2)c(=O)n3CC(=O)NCC2CCCO2)C1 (stereo not given) | -0.9% | 1.6% | i | 0.4% | 0.1% | 1.3% | -4.1% | -0.3 | -1.7%
CCCCN(C(=O)c1cc2c(s1)CCCC2)c1c(N)n(CCC)c(=O)[nH]c1=O | -11.5% | -5.6% | i | -2.0% | 0.0% | 1.7% | -9.6% | 1.5 | -4.6%
COc1ccc(C2C(C(=O)N3CCCC3)c3cc(OC)c(OC)cc3C(=O)N2C)cc1OC (stereo not given) | -8.6% | 5.3% | i | -12.3% | 0.4% | 0.2% | -20.9% | -0.1 | 0.5%
O=C1CCc2cc(NS(=O)(=O)c3ccc([N+](=O)[O-])cc3)cc3c2N1CC3 | 2.4% | 9.6% | i | 4.7% | 5.4% | -19.8% | -42.7% | -2.5 | 5.3%
S=C(Nc1ccc(Br)cc1)NC1CCCC1 | -1.8% | -6.1% | i | 0.7% | 2.5% | ? | -8.6% | -3.1 | 4.0%
COC(=O)c1ccccc1NC(=O)CN(c1ccccc1)S(=O)(=O)N(C)C | 3.2% | 1.0% | · | · | 2.4% | -5.1% | 13.3% | 0.7 | 6.7%
CC(C)CC(NS(=O)(=O)c1ccccc1S(=O)(=O)NC(CC(C)C)C(=O)O)C(=O)O (stereo not given) | -1.5% | 1.6% | i | 0.4% | -0.8% | 0.9% | 8.2% | -1.0 | -0.1%
CC1=C2C3OC(=O)C(C)C3CCC2(C)C=CC1=NO (stereo not given) | -1.9% | 4.0% | i | · | 0.1% | 7.3% | -10.3% | -1.5 | 3.3%
COC(=O)COc1ccc2c(=O)c(Oc3ccccc3Br)coc2c1 | -3.7% | -12.5% | i | -0.5% | -0.4% | -6.3% | ? | 0.9 | -6.0%
N#CC1=C(N)Oc2ccccc2C12C(=O)Nc1n[nH]c(-c3ccccc3)c12 (stereo not given) | -8.3% | 5.6% | i | 0.4% | 0.4% | ? | · | 0.3 | 0.2%
COc1ccccc1NC(=O)c1nn(-c2cccc(C(F)(F)F)c2)ccc1=O | 10.2% | 2.7% | i | -2.6% | -0.7% | 9.7% | · | -0.8 | -0.3%
COc1ccc(C2NC(=O)c3ccccc3N2)cc1 (stereo not given) | 4.9% | 15.2% | i | -0.4% | 5.0% | -27.4% | ? | 2.8 | 8.1%
O=C(CCn1c(=O)c2ccccc2n(Cc2cccnc2)c1=O)NCc1ccc2c(c1)OCO2 | 3.9% | -3.1% | i | -16.2% | -0.1% | 23.8% | · | 0.4 | 4.0%
CCN(CC)c1nc2ccccc2[nH]c1=O | 5.8% | -1.0% | i | -3.3% | 3.2% | 1.3% | 3.8% | 0.0 | -4.9%
CCCN(CCC)C(=O)c1cc(S(=O)(=O)N2CCCCC2)c[nH]1 | -7.9% | -2.8% | i | 0.5% | -1.0% | -10.1% | -18.9% | -2.1 | 6.9%
CCCc1nn(C)c(C(=O)Nc2ccccc2)c1Cl | 3.4% | 3.9% | i | 0.9% | 5.0% | -1.7% | ? | -0.3 | 0.3%
CCOc1ccccc1NC(=O)CSc1ccc([N+](=O)[O-])cc1 | 3.9% | -9.3% | i | -16.1% | -0.2% | 2.4% | -24.3% | -0.1 | 7.5%
CC(=O)N1CCc2c(sc(NC(=O)c3ccc([N+](=O)[O-])o3)c2C(N)=O)C1 | · | -25.5% | i | · | -4.9% | 3.55µM* | · | 0.0 | 0.4%
CNC(=S)N1CCN(c2ccc(OC)cc2)CC1 | -8.7% | 3.1% | i | 0.4% | 0.3% | 2.2% | 2.3% | -4.6 | 0.0%
O=C1C(Cl)=C(N2CCCCC2)C(=O)N1Cc1ccccc1 | 3.0% | 6.1% | i | 2.4% | -0.1% | ? | -11.0% | 0.6 | 7.2%
O=[N+]([O-])c1ccccc1NS(=O)(=O)c1ccccc1 | · | -3.9% | i | · | 3.0% | 6.3% | · | -0.6 | -3.4%
Cc1noc(C)c1COC(=O)C1(c2cccc(F)c2)CCCC1 | 1.7% | -3.3% | i | -0.5% | -0.3% | -12.4% | -18.8% | -0.3 | 13.3%
Cc1cc(N2CCOCC2)c2c(N)cc(C)c(C)c2n1 | -12.1% | -1.5% | i | -0.2% | 3.0% | 0.0% | 3.2% | -4.0 | -11.3%
CCOC(=O)/C(C#N)=C\c1ccc(O)c(OC)c1 | -1.9% | -3.6% | i | -1.6% | 4.0% | 2.4% | -1.5% | -1.2 | 1.6%
O=C1CCCC2=C1C(c1ccncc1)c1c(nc(SCc3ccccc3Cl)[nH]c1=O)N2 (stereo not given) | -15.3% | -12.2% | i | 0.0% | -0.3% | 0.0% | -17.1% | -0.6 | -28.8%
O=c1cc(C(O)C[N+](=O)[O-])occ1OCc1ccccc1 (stereo not given) | 2.4% | -3.3% | i | · | 0.3% | -19.6% | 8.4% | 1.8 | -0.9%
